C2C12 statin: protects C2C12 myotubes from simvastatin toxicity; ATP luminescence, 48 h; scaled: DMSO 0, geranylgeraniol control 100; rescue of ATP level, % at 7.49 µM; hit rate 0.78% among 330,000; AID 602340;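 active = mean ATP rescue above about 67%, or every replicate alone reaching that limit, limit read from the data, passing the limit was not always enough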;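 also: myotubes were challenged with 10 µM simvastatin during compound exposure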
PglD inh: PglD (C. jejuni) enzyme inhibition; AID 602405; purified PglD enzyme, DTNB colorimetric CoA detection; inhibition, % at 12.5 µM; hit rate 0.098% among 360,000; in the data active = inhibition above about 16%, passing the limit was not always enough; also: strong numbers were not always called active
miR-122 sensor: inhibitors of miR-122 in Huh7 cells; Huh7 miR-122 Renilla luciferase sensor, 48 h; neutral wells = 0, positive control = 100; activation (reporter increase), % at 12.5 µM; hit rate 0.3% among 340,000; AID 602342;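 active = mean replicate activation score at least 90 and every replicate individually at or above 90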;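 also: higher luciferase means less miR-122 activity so hits act as miR-122 inhibitors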
Cneo AK release: Cryptococcus neoformans lysis via adenylate kinase release; C. neoformans lysis, adenylate kinase release luminescence, 4 h; normalised: neutral wells 0, clomiphene wells 100; lysis activity, % at 15 µM; hit rate 0.2% among 360,000;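 active = mean lysis activity across replicates of at least 80%, whatever share of replicates individually reach that level; inactive = mean lysis activity below 80%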
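Material: C. neoformans cells; Schedule: 4 h static compound exposure, 37 °C, read 1 h post-reagent; Measured by: adenylate kinase release luminescence; Read-out: signal increase indicating cell lysis; Controls: Clomiphene as positive lysis control.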
INS-1E GSIS act: primary screen for activators of insulin secretion dependent on glucose, INS-1E cells, GLuc reporter luminescence | INS-1E GLuc reporter insulin secretion, 2-3 h | AID 743287 | activation, % at 16.6 µM | hit rate 0.61% among 370,000;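 active = lowest replicate activation of at least 40%, so every replicate reaches that level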;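 also: 0% = median of neutral control wells and 100% = median of IBMX positive control wells; some compounds called inactive have numbers as strong as hits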
CFTR F508del cor: correctors of CFTR F508del function in bronchial epithelial cells; CFBE cells, YFP halide quenching; stimulated with forskolin plus potentiator P3; % fluorescence drop versus neutral controls; activity (quench increase), % at 7.58 µM; hit rate 0.36% among 350,000; AID 720511;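 active = mean added fluorescence quench of at least 8% versus neutral control, with both replicates also reaching 8%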;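 also: cells transiently co-express mutant CFTR-F508del with the halide-sensitive YFP; corrector assay measuring rescue of mutant channel to the surface after 24 h compound exposure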
PGC1a acetyl inh: lowers PGC1a acetylation signal in U2OS cells | inhibition, % at 15.6 µM | AlphaScreen anti-acetyl-lysine; with virally co-expressed GCN5 acetyltransferase | AID 651687 | hit rate 0.17% among 350,000;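 active = every replicate shows inhibition of at least 40%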;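 also: 0% = neutral control wells and 100% = positive control wells; some results beyond the cut were filed as inactive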
FN deposit inh: fibronectin deposition inhibition | AH1F fibroblasts, Alexa488-fibronectin deposition fluorescence, overnight | inhibition, % at 12.6 µM | hit rate 0.086% among 350,000;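 active = mean inhibition across replicates of 30% or more, regardless of how many single replicates reach that level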;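 also: positive control wells lacked labelled fibronectin entirely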
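Assay system: AH1F fibroblasts / Quantity: 10000 cells per well / Medium: DMEM plus 2% serum, read in PBS / Reagent: labelled fibronectin 24 nM / Dosing: single dose, pinned / Times: 1 h cell attachment, overnight exposure to compound and label / Signal: fluorescence, ex 485 nm, em 525 nm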
An asterisk follows results filed as active; . = not tested or not shown; & = joins results of further samples; [ ] = remark or other dose.

SMILES | C2C12 statin | PglD inh | miR-122 sensor | Cneo AK release | INS-1E GSIS act | CFTR F508del cor | PGC1a acetyl inh | FN deposit inh
O=C(Cc1csc(NC(=O)Nc2cccc(Cl)c2)n1)NCc1cccnc1 | 8 | -5 | 5 | -10 | -5 | -4.2 | -5 | 3
COc1ccc2[nH]c(C(=O)NCCCN3CCCC3=O)c(C)c2c1 | 5 | 3 | -4 | 0 | -3 | -1.6 | 8 | -3
COc1ccc(C(=O)N2CCOC2CNC(=O)C(=O)NCc2ccc(Cl)cc2)cc1 (stereo not given) | . | . | . | . | 14 | 0.0 | -8 | 11
Cc1ccc(N2CCN(C(=O)NC3CCCCC3)CC2C)cc1 (stereo not given) | . | 4 | . | -4 | 26 | -0.6 | -3 | -3
O=C(Nc1cccc([N+](=O)[O-])c1)NC1CCS(=O)(=O)C1 (stereo not given) | 0 | 0 | -3 | -12 | 1 | -0.4 | . | 0
CCN(CC1CCCN(CCc2cccc(F)c2)C1)C(=O)c1cc(C)oc1C (stereo not given) | 7 | -3 | 0 | 0 | -22 | -1.0 | -7 | 2
C[C@H](CO)N1C[C@H](C)[C@@H](CN(C)Cc2ccc(Cl)c(Cl)c2)Oc2c(NC(=O)C3CCOCC3)cccc2C1=O | -3&-9 | 2&-2 | 58[16.7 µM] | 14&1 | -4&-49 | 3.1&0.5 | -8&0 | -2
COc1ccc(CC(=O)Nc2ccc(NC(=O)c3ccc(Br)cc3)cc2)cc1OC | 3 | -5 | 1 | -2 | 20 | -2.0 | -4 | -4
C[C@@H]1CCCCO[C@@H](CN(C)C(=O)C2CCCCC2)[C@@H](C)CN([C@H](C)CO)C(=O)c2cc(NC(=O)Nc3ccc4c(c3)OCO4)ccc2O1 | . | 0 | 4[16.7 µM] | 0 | 4 | 0.9 | 5 | .
NC(=O)c1ccccc1NS(=O)(=O)Cc1ccccc1 | -4 | -9 | 5 | -2 | . | . | 48 | 9
O=C1C2C3C=CC(C3)C2C(=O)N1CC1CCCO1 (stereo not given) | 7 | 1 | -5 | 0 | 15 | . | 2 | .
CCC(CC)C(=O)N(C)c1c(C)nc2c(OCc3ccccc3C(=O)OC)cccn12 | -5 | 0 | -5 | 0 | -11 | -0.4 | -23 | 3

3 compounds already listed, arranged by the number in CFTR F508del cor, high to low.
molecule,CFTR F508del cor
COc1ccc(C(=O)N2CCOC2CNC(=O)C(=O)NCc2ccc(Cl)cc2)cc1 (stereo not given),0.0
CCC(CC)C(=O)N(C)c1c(C)nc2c(OCc3ccccc3C(=O)OC)cccn12,-0.4
Cc1ccc(N2CCN(C(=O)NC3CCCCC3)CC2C)cc1 (stereo not given),-0.6

Following part.
SMILES | C2C12 statin | PglD inh | miR-122 sensor | Cneo AK release | INS-1E GSIS act | CFTR F508del cor | PGC1a acetyl inh | FN deposit inh
C[C@@H]1CN([C@@H](C)CO)C(=O)Cc2cc(NC(=O)Cn3cnnn3)ccc2O[C@@H]1CN(C)S(=O)(=O)c1ccc(F)cc1 | 12 | -2 | -5[16.7 µM] | 2 | 8 | -1.1 | -9 | .
CCCCN(C)CC(O)Cn1cc(/C=C/C(=O)c2ccc(C)cc2)c2ccccc21 (stereo not given) | -13 | -4 | . | 5 | 20 | -1.7 | . | -3
CO[C@H]1CN(C)C(=O)c2cc(NC(=O)Nc3ccccc3F)ccc2OC[C@@H](C)N(C)C[C@H]1C | 2 | -3 | 11[16.7 µM] | -3 | -5 | 0.1 | 10 | -8
COc1ccc(N(CC(O)CN2CCOCC2)S(=O)(=O)c2ccc(C)cc2)cc1 (stereo not given) | -18 | 0 | -2 | 0 | 38 | -1.9 | . | -2
O=C(O)COc1ccc(/C=N/NC(=O)c2ccccc2Br)cc1 | 3 | -2 | 1 | -2 | . | . | 31 | .
C[C@@H]1CCCCO[C@H](CN(C)CC2CC2)[C@@H](C)CN([C@H](C)CO)C(=O)c2cc(NS(=O)(=O)c3ccc(Cl)cc3)ccc2O1 | . | -1 | 10[16.7 µM] | 1 | 5 | 1.5 | 10 | .
Cc1noc(C)c1NC(=O)Nc1ccc2c(c1)CC(=O)N([C@H](C)CO)C[C@H](C)[C@H](CN(C)Cc1ccc(C(=O)Nc3ccccc3N)cc1)O2 | . | . | . | . | 2 | -2.6 | -2 | -11
c1ccc(-c2csc3ncnc(NCCCN4CCOCC4)c23)cc1 | 22 | -4 | -4 | -1 | . | . | 1 | .
O=C(NCc1ccccc1F)c1cc(=O)[nH]c2ccccc12 | 40 | -4 | -6 | -3 | -3 | -2.1 | 5 | 10
Cc1cc(Cl)ccc1NC(=O)CN1CCC(C(O)(c2ccccc2)c2ccccc2)CC1 | 64 | 2 | -9 | 10 | . | . | 5 | .
Cc1onc(-c2c(Cl)cccc2Cl)c1NC(=O)NN(C)C | 8 | -4 | -5 | 3 | 13 | -0.1 | . | -3
C[C@@H]1CN([C@@H](C)CO)C(=O)Cc2cc(NC(=O)Cc3cn(C)c4ccccc34)ccc2O[C@@H]1CN(C)C(=O)Nc1ccc(C(F)(F)F)cc1 | 11 | -1 | 5[16.7 µM] | -1 | -7 | 0.6 | 8 | .
O=C(COC(=O)C1CCC1)NCc1ccc(F)cc1 | 13 | 0 | -6 | 4 | -11 | -0.9 | . | -1
COc1ccc2c(=O)c3c(=O)n(Cc4ccco4)c(C(C)C)nc3oc2c1 | 21 | 1 | -12 | 4 | . | . | 1 | -1
O=C(CN1CCN(S(=O)(=O)c2ccccc2)CC1)NCCc1ccccc1 | 7 | 5 | . | -1 | 23 | -3.5 | . | 15
O=C(CNC(=O)c1ccccc1Cl)N/N=C/c1ccc2c(c1)OCO2 | -3 | -2 | . | -3 | 2 | 2.4 | . | 12
COc1ccc2nc(SCC(=O)Nc3cc(OC)c(OC)cc3C(=O)O)c(C)cc2c1 | -10 | -5 | -5 | 2 | . | -2.0 | 4 | -12
CC(C)(C)[C@H]1COC(=O)CCCC/C=C\C[C@H](CC(=O)NCCO)C(=O)N1 | 18 | 2 | -1 | 0 | . | -2.8 | -4 | -3
CCOc1cc(NC(=O)c2cccs2)c(OCC)cc1NC(=O)CCC(=O)NCCN1CCOCC1 | . | . | . | . | -4 | 0.5 | -8 | 1
O=C(Nc1cc(F)ccc1F)N[C@H]1CC[C@@H](CCn2cc(C3CCCC3)nn2)O[C@@H]1CO | . | . | . | . | -17 | 1.6 | 1 | -2
CCN1CCN(C(=O)C(=O)c2cn(CC(=O)N3CCCC3)c3ccccc23)CC1 | 2 | -3 | . | -1 | 6 | -3.3 | . | 1
CCN1C(=O)[C@H]2[C@@H](c3ccc(-c4ccc(OC)cc4)cc3)N[C@@](C)(C(=O)OC)[C@H]2C1=O | 5 | 1 | -1 | 1 | . | 0.2 | -18 | 0
CN1CCN(C(=O)c2cc3sccc3n2CC(=O)c2ccccc2)CC1 | -17 | 0 | . | 1 | -3 | . | -5 | .
CCOC(=O)C1=C(CNCCc2ccc(Cl)cc2)NC(=O)NC1c1ccc2c(c1)OCO2 (stereo not given) | 36 | -3 | -8 | 2 | . | . | 11 | .
CCOc1ccc2[nH]c(=O)c(C(c3nnnn3CC3CCCO3)N3CCc4ccccc4C3)cc2c1 (stereo not given) | 6 | 7 | 34 | 2 | . | . | 12 | -3
COc1ccc(C(=O)c2c(N)sc3c2CCN(C(=O)OC(C)(C)C)C3)cc1 | . | 7 | 6 | -3 | . | -0.5 | 8 | -8
COC(=O)c1c(NC(=O)CN2CCN(S(=O)(=O)c3ccccc3[N+](=O)[O-])CC2)sc2c1CCC(C)C2 (stereo not given) | . | -2 | -5 | -1 | 10 | . | 10 | .
COc1ccc(-c2c([C@H]3[C@H]4C=CC[C@@H](C)[C@@H]4C(=O)N3Cc3ccccc3)ccc3ccccc23)cc1 | -10 | -2 | -5 | 5 | -9 | -2.9 | . | -7
CC(C)(C)[C@H]1CCC(=O)N([C@H](CC#N)Cc2ccccc2)CC1 | -7 | -4 | -2 | -1 | -7 | 0.8 | -10 | -2
C[C@H](CO)N1C[C@H](C)[C@H](CN(C)Cc2ccncc2)Oc2ncc(-c3ccc(F)cc3)cc2C1=O | -5 | . | -4[16.7 µM] | . | 12 | -0.6 | 5 | .
CCC(NS(=O)(=O)c1ccc(C)cc1)C(=O)Nc1ccc(NC(C)=O)cc1 (stereo not given) | 138* | -3 | -6 | 2 | . | . | 2 | .
CC(C)Cc1ccc(C(C)NC(=O)c2ccc(=O)[nH]c2)cc1 (stereo not given) | -4 | 3 | -3 | 0 | -11 | 4.5 | 4 | 11
O=C(NCCc1c[nH]c2ccccc12)C(=O)NCC(c1cccnc1)N1CCN(c2ccccc2)CC1 (stereo not given) | 2 | -2 | -4 | -3 | . | -1.7 | 9 | .
COC(=O)[C@]1(C)N[C@H](CN(C)C(=O)Nc2ccc(F)cc2)[C@@H]2C(=O)N(C)C(=O)[C@@H]21 | -8 | -1 | . | 2 | 13 | -1.6 | . | -3
COc1ccccc1NC(=O)c1ccc(S(=O)(=O)N(C)c2ccccc2)cc1 | 17 | 4 | . | -1 | -12 | 1.2 | . | 5
C[C@@H]1CCCCO[C@@H](CN(C)Cc2ccccc2)[C@@H](C)CN([C@H](C)CO)C(=O)c2cc(NC(=O)C3CCCCC3)ccc2O1 | . | -1 | 2[16.7 µM] | 1 | -2 | -0.4 | 6 | .

Quoted from the listing:
miR-122 sensor with CCN1C(=O)[C@H]2[C@@H](c3ccc(-c4ccc(OC)cc4)cc3)N[C@@](C)(C(=O)OC)[C@H]2C1=O reads -1
PGC1a acetyl inh with C[C@@H]1CN([C@@H](C)CO)C(=O)Cc2cc(NC(=O)Cn3cnnn3)ccc2O[C@@H]1CN(C)S(=O)(=O)c1ccc(F)cc1 reads -9
PglD inh with COc1ccc(CC(=O)Nc2ccc(NC(=O)c3ccc(Br)cc3)cc2)cc1OC reads -5

(cont.)
SMILES | C2C12 statin | PglD inh | miR-122 sensor | Cneo AK release | INS-1E GSIS act | CFTR F508del cor | PGC1a acetyl inh | FN deposit inh
COc1cccc(C2/C(=C(\O)c3ccc4c(c3)OCCO4)C(=O)C(=O)N2c2nnc(C)s2)c1 (stereo not given) | 3 | 0 | . | 6 | 4 | 0.1 | . | -2
C[C@H]1CCCCO[C@H](CN(C)C(=O)Nc2ccccc2)[C@@H](C)CN([C@@H](C)CO)C(=O)c2cc(N(C)C)ccc2O1 | -34 | 5 | -2[16.7 µM] | 4 | -6 | 0.9 | 2 | .
C[C@@H]1CCCCO[C@@H](CN(C)C(=O)Nc2cccc3ccccc23)[C@H](C)CN([C@H](C)CO)C(=O)c2cc(NC(=O)c3ccncc3)ccc2O1 | 135* | -1 | -12[16.7 µM] | -3 | -8 | 1.3 | -7 | .
Cc1cc(NC(=O)c2cc(-c3ccco3)on2)no1 | 12 | -2 | . | 1 | . | . | 5 | .
C=CCOc1c2ccc(C(=O)NCc3ccccc3OC)cc2nn1C | 10 | -6 | -1 | 0 | 13 | -2.5 | . | 5
COC(=O)C[C@H]1CC[C@H]2[C@H](COc3ccc(NC(=O)NC(C)C)cc3C(=O)N2C)O1 | -6 | -2 | -50[16.7 µM] | -1 | 15 | -0.9 | -2 | -14
CCCCNC(=O)COC(=O)CNC(=O)c1cc(Cl)cc([N+](=O)[O-])c1 | . | . | . | . | -3 | -1.9 | 4 | 2
COC(=O)C1CCN(C(=O)Cn2nnc(-c3ccccc3)n2)CC1 | 2 | 6 | -5 | -6 | 25 | 1.8 | . | 4
O=C(N/C(=C\c1ccco1)C(=O)N1CCCCC1)c1ccc([N+](=O)[O-])cc1 | -2 | 0 | -1 | 0 | 12 | -2.0 | 1 | 3

Screening results from PubChem.
